Screens: PubChem, National Center for Advancing Translational Sciences (NCATS)
ERK EGF block = blocks ERK signaling stimulated by EGF; 130,000 tested, 0.41% active; HEK293-V1b, EGF-stimulated phospho-ERK AlphaScreen; AID 1454; Potency, µM (series often up to 11.5 µM), for inactives: at the highest dose activity change, negative = inhibition, actives largely listed as inhibitors; active = well fitted inhibition curve with a large enough effect; inconclusive = small, poorly fitted or top-dose-only effect, or effect the other way;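 also: plate controls were stimulated vehicle wells for no effect and unstimulated vehicle basal for full effect; nearly all actives have a fitted effect of over 55% in size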
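HEK293 cells stably expressing V1b receptor, serum-reduced (1% FBS) overnight, got compound for 30 min at 37C, then 25 nM EGF for 5 min. Lysate phospho-ERK read by AlphaScreen SureFire; AC50 from Hill fits.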
The depositor's hits bear a star; ? = inconclusive; & = joins results of further samples; [ ] = remark or other dose. Potency is read from the fitted curve at half-maximal effect. An excerpt; rates above refer to the full screens.

ERK EGF block	molecule
?	COc1ccc(Nc2ccc(S(=O)(=O)N3CCCCC3)cc2[N+](=O)[O-])cc1OC
-5%[57.5 µM]	CN(C(=O)/C=C/c1ccco1)c1ccccc1C(=O)O
-6%	CCC1=NN2C(=N)/C(=C\c3cccn3-c3ccc(OC)cc3)C(=O)N=C2S1
11%[57.5 µM]	COC(=O)c1sc(-c2ccc(C(C)(C)C)cc2)cc1NC(=O)CSCC(=O)O
1%	COc1ccc2cc(C(=O)C3CCCN(C(=O)c4cc(=O)n(C)c(=O)n4C)C3)ccc2c1 (centres undefined)
-16%	CCNc1ncc2nc(-c3cccc(C#N)c3)c(=O)n(C)c2n1
-8%	CCNC(=S)Nc1cc(OCC)c(NC(=O)c2ccco2)cc1OCC
-13%[57.5 µM]	COC(C[C@H]1O[C@@H]1[C@@H](O)[C@H](C)OCc1ccccc1)OC
-11%	O=C(NC1CCCCC1)NC12CC3CC(CC(C3)C1)C2
2%	O=C(NNC(=O)c1cccc(O)c1)Nc1ccc([N+](=O)[O-])cc1
?	C=CCn1c(SCc2nc3scc(-c4ccccc4)c3c(=O)[nH]2)nnc1-c1ccccc1F
-8%	CC(C)(Oc1ccc(C2CC2(Cl)Cl)cc1)C(=O)O (centres undefined)
5%	COc1ccc(/C=N/NC(=O)CN(CCc2ccccc2)S(=O)(=O)c2ccc(NC(C)=O)cc2)cc1OC
2%	COC(=O)NCC(c1ccco1)N1CCN(c2ccc(OC)cc2)CC1 (centres undefined)
4%	COCCN(C(=S)Nc1ccccc1OC)C1CCN(C(C)C)CC1
-16%	COC(=O)c1sccc1OCc1cccc(OC)c1
-2%	COc1cc(NC(=O)c2ccc3c(c2)OCCO3)ccc1NC(=O)c1cccs1
-6%[57.5 µM]	NC(=O)NCc1ccccc1F
-2%	CCn1c(SCC(=O)Nc2cccc(C)n2)nc2c1c(=O)n(C)c(=O)n2C
1%	CC(=O)Nc1ccc2nc(NC(=O)COc3ccccc3Cl)sc2c1
-10%[57.5 µM]	Nc1c(C(=O)O)sc2nc(-c3ccccc3)cc(-c3ccc(F)cc3)c12
17%	O=C(Cc1ccc([N+](=O)[O-])cc1)Nc1nnc(C2CC2)s1
-3%	CCC(C)c1ccc(NC(=O)COC(=O)c2nc3nccc(C)n3n2)cc1 (centres undefined)
-13%[57.5 µM]	CCOC(=O)c1ccc(NC(=O)c2nc[nH]c2C(=O)N(CC)CC)cc1

The closing 2 compounds of the part above come first, to join the parts.
ERK EGF block	molecule
-3%	CCC(C)c1ccc(NC(=O)COC(=O)c2nc3nccc(C)n3n2)cc1 (centres undefined)
-13%[57.5 µM]	CCOC(=O)c1ccc(NC(=O)c2nc[nH]c2C(=O)N(CC)CC)cc1
-3%	O=C(O)CNC(=S)N(Cc1ccccc1)Cc1cccnc1
-6%	O=C(CN1CCc2ccccc2C1)NCC(=O)Nc1ccc(F)cc1
4%	COc1ccc(Cl)cc1NC(=O)Nc1ccccc1SC
-5%[57.5 µM]	COc1ccc(C(=O)NCC(=O)N/N=C/c2ccc([N+](=O)[O-])o2)cc1OC
-14%	CNC(=S)N1N=C(c2ccc(C)cc2)CC1c1cc(OC)ccc1OC (centres undefined)
-1%[57.5 µM]	CCO[C@H]1OC(C(=O)NCc2ccccc2)=C[C@@H](c2ccccc2)[C@@H]1CCCO
-4%	C/C(=N/NC(=O)CNc1ccc(Cl)cc1C)c1ccc(C)cc1
4%[57.5 µM]	CC(=O)Nc1cccc(/C(C)=N/NC(=O)c2cc(-c3ccncc3)nc3ccccc23)c1
2%	CC(C)Oc1ccc(C2C(C#N)=C(N)Oc3c2oc(CO)cc3=O)cc1 (centres undefined)
-1%	c1ccc2[nH]c(-c3cscn3)nc2c1
4%	CNC(=O)/C(=C\c1ccc2c(c1)OCO2)NC(=O)c1ccc(Br)cc1
-14%[57.5 µM]	OCCNC(=S)c1ccccc1

Part of the list above, set out differently.
canonical_smiles,ERK EGF block
COc1ccc(Cl)cc1NC(=O)Nc1ccccc1SC,4%
CC(C)Oc1ccc(C2C(C#N)=C(N)Oc3c2oc(CO)cc3=O)cc1 (centres undefined),2%
CNC(=O)/C(=C\c1ccc2c(c1)OCO2)NC(=O)c1ccc(Br)cc1,4%
CNC(=S)N1N=C(c2ccc(C)cc2)CC1c1cc(OC)ccc1OC (centres undefined),-14%
O=C(O)CNC(=S)N(Cc1ccccc1)Cc1cccnc1,-3%
COc1ccc(C(=O)NCC(=O)N/N=C/c2ccc([N+](=O)[O-])o2)cc1OC,-5%[57.5 µM]

Continued:
ERK EGF block	molecule
8%	O=C(Nc1cccc([N+](=O)[O-])c1)c1[nH]ncc1Cl
-1%	CC12CNCC(C)(CN(C3(O)C(=O)Nc4ccc(Br)cc43)C1)C2=O (centres undefined)
-10%	Cc1ccc(NC(=O)CC2SC(=Nc3ccc(O)cc3)NC2=O)cc1 (centres undefined)
?	CCN(CC)CCNS(=O)(=O)c1ccc(C(=O)NN)cc1
?	Cn1cc(/C=C2\SC(=O)NC2=S)c2ccccc21
7%	COCC(C)NC(=S)Nc1ccccc1[N+](=O)[O-] (centres undefined)
-5%	CCOC(=O)CNC(=O)CSc1nc(-c2ccccc2)ns1
0%&2%	C[C@@](N)(C(=O)O)c1ccc(C(=O)O)cc1
3%	CNC(=O)CSCc1c(F)cccc1Cl
-12%	CCOc1ccccc1C(=O)N[C@H](C(=O)Nc1cc(S(=O)(=O)N(C)C)ccc1OC)C(C)C
0%[57.5 µM]	CCc1c(O)nc(SCC(=O)Nc2nc3ccccc3s2)n(C2CCCCC2)c1=O
1%[57.5 µM]	Cc1csc(NC(=O)CCCC(=O)O)c1-c1nc2ccccc2s1
13%[57.5 µM]	O=C(NC(=O)c1ccccc1O)c1ccc2c(c1)CCO2
2%	COC(=O)[C@H]1[C@H]2C[C@@H]3c4[nH]c5cc(OC)ccc5c4CCN3C[C@H]2C[C@@H](OC(=O)c2cc(OC)c(OC)c(OC)c2)[C@@H]1OC
2%	Cc1ccc(C(=O)N2N=C(CC(C)C)CC2(O)C(F)(F)F)o1 (centres undefined)
7%	CCCc1nn(C)c2c(=O)[nH]c(-c3cc(S(=O)(=O)N4CCN(C)CC4)ccc3OCC)nc12
-17%	COc1ccc(/C=C/C(=O)c2ccc(NC3=NCCCS3)cc2)cc1OC
-7%	CC1NC(=S)N(C2CCCCC2)C1=O (centres undefined)
3%	COc1ccc(NS(=O)(=O)c2cccc(NC(=O)NCCCl)c2)cc1
6%[57.5 µM]	COC(=O)c1cccc(NC(=S)Nc2ccc(Cl)c(Cl)c2)c1
-8%[57.5 µM]	CCN1C(=O)c2cccc3c(S(=O)(=O)NCC4CCCO4)ccc1c23 (centres undefined)
1%[57.5 µM]	O=S(=O)(Nc1ccccc1)c1ccc(-c2csnn2)cc1
-1%	C1CN(CC2CCN(c3nc4nonc4nc3N3CCSCC3)CC2)CCO1
1%[57.5 µM]	CCC12CN(C(=O)c3ccc([N+](=O)[O-])cc3)CC(CC)(CN(C(=O)c3ccc([N+](=O)[O-])cc3)C1)C2=O
8%	O=C(c1ccc(-c2ccccc2)cc1)C1CCCN(C(=O)c2cncs2)C1 (centres undefined)
8%	C/C(CC(=O)N1CCN(C=O)CC1)=N\NC(=O)c1cccc([N+](=O)[O-])c1
4%	O=C(Nc1cccnc1)c1ccccc1-c1ccccc1
1%	COc1ccc(C2=NOC(C(=O)N(C)Cc3ccccc3)C2)cc1 (centres undefined)
3%	O=C(c1ccc(Cl)s1)N1CCN(c2ccccc2)CC1
-8%	COc1cccc([C@@H]2Oc3ccc(OC)cc3C[C@H]2OC(=O)NCc2ccco2)c1
0%	CCOc1ccc(NC(=S)N=Nc2c(O)[nH]c3ccccc23)cc1
2%	CCC(C)C1C(C#N)=C(N)Oc2n[nH]c(C)c21 (centres undefined)
5%	O=C(C1CCN(S(=O)(=O)c2ccccc2F)CC1)N1CCc2ccccc2C1
3%	Cc1ccc([N+](=O)[O-])cc1NC(=O)c1ccccc1
-1%[57.5 µM]	Cc1ccnc(-n2c(C)cc(/C=N/NC(=O)COc3cccc4cccnc34)c2C)c1
?	CN(Cc1cccc(Cl)c1Cl)c1ccc(S(=O)(=O)N2CCCCC2)cc1[N+](=O)[O-]
-4%	CSc1cc(-c2ccccc2)[nH]c(=O)c1C#N
3%	CCOC(=O)Cn1c(CN2CCN(c3cccc(Cl)c3)CC2)nc2c1c(=O)[nH]c(=O)n2C
1%	COc1cc2[nH]c(=O)n3nc(-c4ccccc4)nc3c2cc1OC
6%	N#Cc1ccc(CN2CCC3(CC2)CCN(S(=O)(=O)c2ccccc2)CC3)cc1
-6%	COc1ccc(NC(=S)Nc2ccc3snnc3c2)cc1
-1%[57.5 µM]	COc1ccc(N2C(=O)CC(N(CCc3ccc(S(N)(=O)=O)cc3)C(=S)Nc3ccccc3)C2=O)cc1 (centres undefined)
11%[57.5 µM]	CC(C)(C)NC(=S)NNC(=O)[C@H]1C[C@@H]1c1ccccc1
?	C/C(=N\Nc1cccc([N+](=O)[O-])c1)c1ccccc1O
9%	COc1ccccc1C(=O)N/N=C/c1cnc2ccccc2n1
12%	CCN(CC)S(=O)(=O)c1cccc(C(=O)N/N=C/c2ccc(O)c(O)c2O)c1
2%	CCCC(=O)OCC(=O)Nc1ccccc1Sc1ccccc1
-8%	O=C1CCC/C1=C\c1ccccc1

A draw from above in order of number of heavy atoms, highest first:
ERK EGF block	molecule
3%	CCOC(=O)Cn1c(CN2CCN(c3cccc(Cl)c3)CC2)nc2c1c(=O)[nH]c(=O)n2C
12%	CCN(CC)S(=O)(=O)c1cccc(C(=O)N/N=C/c2ccc(O)c(O)c2O)c1
11%[57.5 µM]	CC(C)(C)NC(=S)NNC(=O)[C@H]1C[C@@H]1c1ccccc1

(more compounds)
ERK EGF block	molecule
-1%	CC(=O)OC(COc1cccc(C)c1)Cn1cnc2ccccc21 (centres undefined)
-12%[57.5 µM]	CCCN1CCC(=O)N([C@H](CSc2ccc(OC)cc2)CC(C)C)CC1
8%	CC(=O)NC1C(=O)N=C(SCC(=O)NCc2ccccc2)NC1=O (centres undefined)
0%	FC(F)(F)c1ccc(NC2=NCCC2)cc1
21%	CC(C)C1NC(=O)[C@H](CCCCN)NC(=O)[C@@H](Cc2c[nH]c3ccccc23)NC(=O)[C@H](Cc2ccc(O)cc2)NC(=O)[C@H](C)N(C)C(=O)[C@H](Cc2ccccc2)NC1=O (some centres undefined)
-2%[57.5 µM]	O=C(NCc1ccccn1)C1CCC(CNS(=O)(=O)c2cccc3nsnc23)CC1 (centres undefined)
-7%[57.5 µM]	CC1(C)Cc2c(C#N)c(N)n(-c3ccccc3)c(=S)c2CO1
2%	O=C(Nn1c(-c2ccc(Br)cc2)nc2ccccc2c1=O)c1ccc([N+](=O)[O-])cc1
-3%	C=CCNC(=O)c1ccc(S(=O)(=O)CC)c(Cl)c1Cl
7%[57.5 µM]	COc1nc(C)ccc1-c1noc(-c2cccs2)n1
-1%[57.5 µM]	C/C(=N/NC(=O)c1cccs1)c1cccs1
-6%	CC1CN(Cc2nc3c(c(=O)n(C)c(=O)n3C)n2CC(=O)c2ccccc2)CC(C)O1 (centres undefined)
7%	CCN1C(=O)c2ccccc2S(=O)c2ccc(C(=O)NC3CC3)cc21 (centres undefined)
5%	CCOC(=O)c1c(NC(=O)COC(=O)Cn2cnc3ccccc32)sc2c1CCC(C)C2 (centres undefined)
-4%	NNC(=O)c1cc(Br)cs1
-5%[57.5 µM]	CCCCCCCCn1ccc(=N)cc1
?	CNc1ccc(/C=C2\CSc3ccccc3C2=O)cc1[N+](=O)[O-]
-8%	Cn1c(-c2csc(-c3ccccc3)n2)n[nH]c1=S
7%	COC(=O)Nc1nnc(CC(=O)Nc2ccccc2C)s1
0%	Cc1nnc(N2CCOCC2)c2nn(-c3cccc(Cl)c3)c(C)c12
-6%	COC(=O)c1c(-c2ccc(C(C)(C)C)cc2)csc1NC(=O)C1C2CCC(O2)C1C(=O)O (centres undefined)
-2%	O=C(OCC(=O)C12CC3CC(CC(C3)C1)C2)c1cccnc1Cl
8%	O=C1CC(NNc2ccccc2)C(=O)N1c1ccc(N2CCCCC2)cc1 (centres undefined)
-4%	CCCCN1C(=O)C(O)(CC(=O)c2c(C)coc2C)c2ccccc21 (centres undefined)
-14%	CSc1nc2ccc(Br)cc2[nH]1
-8%[57.5 µM]	c1ccc2[nH]c(-c3ccncc3)nc2c1
-1%	COc1ccccc1NC(=O)CCSc1nnc(-c2ccc(O)cc2)o1
-4%	CCOc1cc(C(=S)N2CCCC2)ccc1OC(=O)Cc1ccc(F)cc1
6%	CCC(C)(C)NC(=O)C(c1ccccc1)N(C(=O)c1csnn1)C1CC1 (centres undefined)
-4%	CN(C)c1ccc(/C=C2\CCC/C(=C\c3ccccc3)C2=O)cc1
-3%	CCN(CC)CCCNC(=O)Cn1cnc2sc(C)c(S(=O)(=O)N3CCN(c4ncccn4)CC3)c2c1=O
8%	O=C(NC(=S)Nc1cc(S(=O)(=O)N2CCOCC2)ccc1O)c1ccco1
3%[57.5 µM]	Fc1cccc(Nc2ncnc3c2cnn3-c2ccccc2)c1
-8%[57.5 µM]	Cc1c(N2C(=O)C3C4C=CC(C4)C3C2=O)c(=O)n(-c2ccccc2)n1C (centres undefined)
-4%	Cc1c(C(=O)Nc2ccc(Cc3ccncc3)cc2)cccc1[N+](=O)[O-]
-7%	O=c1c2ccccc2nc(SCCN2CCOCC2)n1CCc1ccccc1
3%	CCCCOC(=O)C1CN(c2ccccc2)N=C1C(=O)OCC (centres undefined)
0%[57.5 µM]	CC(C)C[C@H](NC(=O)c1[nH]cnc1C(=O)N[C@@H](Cc1ccccc1)C(=O)OC(C)(C)C)C(=O)OC(C)(C)C
-24%[57.5 µM]	CCN(CC)CCNCC(=O)Nc1ccc(Oc2ccccc2)cc1
3%	COc1ccc(-n2c(=S)[nH]c3c(oc4ccccc43)c2=O)cc1
